From PubChem BioAssay
Jurkat NFkB inh: inhibitors of induced NF-kB luciferase reporter, primary screen, TCR NF-kB activation inhibitor project, cell-based, luminescence, uHTS; Jurkat, PMA/ionomycin-induced NF-kB luciferase reporter; inhibition, % at 4 µM; 330,000 compounds, 0.53% hits; AID 435003, 2010; in the data active = inhibition above about 50%
tim10-1 inh: growth inhibitors of tim10-1 mutant yeast, primary screen, luminescence, uHTS | 330,000 compounds, 2.2% hits | AID 463190, 2010 | inhibition, % at 20 µM | S. cerevisiae tim10-1 ts strain growth, BacTiter-Glo, 24 h;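 active = inhibition of at least 40%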;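 note: mutant grown at 25 °C; 0% = DMSO wells with yeast and 100% = wells holding no yeast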
UPR XBP1 act: activators of adaptive XBP1 UPR arm, primary screen, cell-based, CHO-XBP1 luciferase reporter, luminescence, uHTS | IRE1-XBP1 UPR activation; percent of tunicamycin response, DMSO as zero | activation, % at 20 µM | 330,000 compounds, 0.33% hits | AID 463104, 2010;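 active = versus positive control, 20 µM dose yields 30% or more activation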;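 note: 100% = tunicamycin at 10 µg/mL and 0% = DMSO only wells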
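Material: CHO-XBP1 cells stably carrying IRE1-XBP1-driven luciferase reporter / Amount: 1000 cells per well / Compound: 20 µM, 1% DMSO / Times: 6 h treatment, 37 °C / Detection: luciferase luminescence / Measure: % activation of reporter signal versus tunicamycin and DMSO controls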
tim23-1 inh: growth inhibitors of tim23-1 mutant yeast, primary screen, luminescence, uHTS | S. cerevisiae tim23-1 growth, BacTiter-Glo luminescence, 24 h | inhibition, % at 20 µM | 330,000 compounds, 1.3% hits | AID 463212, 2010;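 active = growth inhibition of the mutant yeast at or above 50%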;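 note: temperature-sensitive mutant grown at 25 °C; plate controls were DMSO-treated mutant yeast for no effect and medium wells lacking yeast for full effect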
Mdm2-MdmX inh: inhibitors of human Mdm2-MdmX association, primary screen, cell-based, luminescence, split luciferase, SaOS-2, uHTS | inhibition, % at 8 µM | 330,000 compounds, 3% hits | SaOS-2 split-luciferase Mdm2/MdmX complementation;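 active = inhibition of at least 50% at 8 µM in the primary screen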
Target sequence (O15151 whole entry, looked up): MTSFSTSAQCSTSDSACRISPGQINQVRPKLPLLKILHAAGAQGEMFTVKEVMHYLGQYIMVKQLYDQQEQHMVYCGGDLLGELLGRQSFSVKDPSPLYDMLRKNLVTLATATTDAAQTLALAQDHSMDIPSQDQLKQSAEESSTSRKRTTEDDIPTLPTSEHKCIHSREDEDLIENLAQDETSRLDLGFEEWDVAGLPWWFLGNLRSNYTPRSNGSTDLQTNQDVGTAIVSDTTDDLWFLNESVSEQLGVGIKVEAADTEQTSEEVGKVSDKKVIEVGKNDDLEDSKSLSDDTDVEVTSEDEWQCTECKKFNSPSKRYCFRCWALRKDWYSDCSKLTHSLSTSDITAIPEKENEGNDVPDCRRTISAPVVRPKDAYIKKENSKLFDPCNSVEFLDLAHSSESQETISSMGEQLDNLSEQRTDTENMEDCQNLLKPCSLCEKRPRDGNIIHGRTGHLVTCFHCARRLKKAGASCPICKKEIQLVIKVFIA
Target sequence (Q00987 whole entry, looked up): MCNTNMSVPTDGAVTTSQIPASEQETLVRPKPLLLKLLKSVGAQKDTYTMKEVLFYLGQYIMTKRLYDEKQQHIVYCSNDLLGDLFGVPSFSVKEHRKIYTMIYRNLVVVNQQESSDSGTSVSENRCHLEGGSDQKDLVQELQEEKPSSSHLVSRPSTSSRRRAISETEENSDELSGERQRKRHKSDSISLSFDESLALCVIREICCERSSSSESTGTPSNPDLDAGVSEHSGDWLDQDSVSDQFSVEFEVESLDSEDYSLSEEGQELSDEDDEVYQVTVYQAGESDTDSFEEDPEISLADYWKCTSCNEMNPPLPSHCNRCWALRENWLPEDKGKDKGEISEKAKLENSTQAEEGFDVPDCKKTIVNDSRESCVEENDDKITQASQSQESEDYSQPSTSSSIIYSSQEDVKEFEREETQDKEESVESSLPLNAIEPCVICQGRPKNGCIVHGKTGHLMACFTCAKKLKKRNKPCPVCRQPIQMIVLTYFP
CHOP UPR activ: activators of apoptotic CHOP UPR arm, primary screen, cell-based, CHO-CHOP luciferase reporter, luminescence, uHTS; UPR activation; percent of tunicamycin response over DMSO baseline; 330,000 compounds, 0.34% hits; activation, % at 10 µM;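 active = at 10 µM dose, activation of 40% or more, normalized to positive control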;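 note: 100% = tunicamycin at 10 µg/mL and 0% = DMSO alone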
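Assay system: CHO cells with stable CHOP pathway luciferase reporter; Buffer or medium: F12 plus 10% serum; Times: 16-18 h cell attachment, then 6 h compound exposure, 37 °C; Signal: luciferase luminescence; Read-out basis: percent activation relative to tunicamycin control; Control set: tunicamycin high control, DMSO low control.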
697 NFkB inh: inhibitors of PMA/ionomycin-induced NF-kB reporter, 697 cells, primary screen, B-cell NF-kB inhibitor project, cell-based, luminescence, uHTS; 330,000 compounds, 0.33% hits; inhibition, % at 4 µM; 697 B-cell NF-kB luciferase reporter, 16 h; in the data active = inhibition above about 35%
TIM10 inh: growth inhibitors of isogenic TIM10 control yeast, primary screen, counter-screen for tim10-1 yeast inhibitor project, luminescence, uHTS; S. cerevisiae TIM10 strain growth, BacTiter-Glo luminescence, 24 h; inhibition, % at 10 µM; 330,000 compounds, 1.4% hits;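 active = inhibition of 40% or more at the single tested concentration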;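 note: wild-type TIM10 isogenic control strain grown at permissive 25 °C; 0% = DMSO yeast wells and 100% = minimal medium wells without yeast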
* marks the source's active call; other numbers are inactive results; nt = no result given.

SMILES	Jurkat NFkB inh	tim10-1 inh	UPR XBP1 act	tim23-1 inh	Mdm2-MdmX inh	CHOP UPR activ	697 NFkB inh	TIM10 inh
O=S(=O)(O)c1nc2ccccc2n1Cc1cccc2ccccc12	-3.5	12.7	-0.8	3.5	6.3	0.4	15.1	7.2
CC(OC(=O)CCCSc1nc2ccccc2s1)C(=O)NC(N)=O (stereo not drawn)	3.0	29.4	0.7	14.1	9.6	-2.7	1.9	-8.4
O=C(O)c1ccc(-c2noc(-c3cccc(C(F)(F)F)c3)n2)cc1	-19.9	-34.8	3.1	11.2	-4.4	1.5	-101.2	-28.9
O=C(C[C@H]1C[C@H](C(=O)N2CCOCC2)[C@@]2(CCC3CCCC3)c3[nH]c4ccc(Cl)cc4c3CCN2C1=O)NCc1ccco1	nt	17.4	7.7	35.2	49.9	12.0	-8.2	4.2
O=C(NCC(=O)N1CCN(Cc2c(F)cccc2Cl)CC1)c1cccc(Cl)c1	8.2	-6.3	-0.2	-16.9	-5.3	1.5	-17.5	-18.0
Cn1cccc1CC(=O)N/N=C\c1c2ccccc2cc2ccccc12	-13.4	26.7	1.2	16.4	49.8	1.1	-23.3	-2.6
COc1ccccc1N(CCC#N)C(=O)CSc1nnc2ccccn12	-13.2	6.0	-1.1	1.7	0.1	-2.6	-11.2	7.7
CC(C)(C)S(=O)(=O)c1cnc(-c2ccccn2)nc1N	10.2	3.4	-1.6	-17.2	-30.9	1.7	-5.2	12.8
Cc1cccc(N(C(=O)Cn2nnc(-c3ccc(C)o3)n2)C(C(=O)NC2CCCC2)c2ccncc2)c1 (stereo not drawn)	-1.6	-35.7	-0.4	-28.0	3.1	0.7	0.4	-25.2
CCN(CC)Cc1c(O)ccc2cc(-c3nc4ccccc4n3C)c(=O)oc12	-23.1	11.3	-4.7	-12.1	-15.3	10.8	-11.1	-14.4
CC(C)(C)Nc1nc2ccc([N+](=O)[O-])cc2o1	-18.5	-12.6	-1.2	6.3	-25.7	1.9	-43.9	-7.2
O=C(NCc1ccccc1)OCCN1CCN(Cc2ccccc2)CCC1=O	-1.2	-21.0	2.6	-4.2	-23.2	-3.1	4.2	-0.7
C#CCOCCOCCOCCNc1nc(N2CCN(C(=O)[C@H](Cc3ccc(O)cc3)n3cc([C@@H](N)C(C)CC)nn3)CC2)nc(N2CCN(C(=O)[C@H](Cc3cc4ccccc4[nH]3)n3cc([C@@H](N)Cc4ccc(O)cc4)nn3)CC2)n1 (stereo partly drawn)	-13.6	9.1	3.0	21.0	11.0	0.6	-1.8	1.4
COc1ccccc1NC(=O)N(Cc1ccccc1)c1ccccn1	-23.4	34.1	5.3	25.4	2.6	1.5	-15.8	8.6
CCOC(=O)c1nc(C)nc(Sc2n[nH]c(-c3cc(C(F)(F)F)cc(C(F)(F)F)c3)n2)c1C	4.6	3.0	0.2	28.5	20.8	4.3	-13.0	-6.5
Cc1ccccc1OCc1nnc(SCC(=O)Nc2ccc(N3CCOCC3)cc2)n1C	-2.0	16.7	0.3	-5.8	25.4	2.3	-11.5	-17.0
O=C1CCCC(O)=C1N=Nc1c(Cl)cc(C(F)(F)F)cc1Cl	17.8	3.1	-0.1	0.7	12.4	2.9	21.0	3.3
N#Cc1ccccc1/C=N/Nc1nc(-c2ccccc2)c2cc(Br)ccc2n1	-5.2	28.1	3.5	25.1	55.0*	2.4	-37.4	33.9
CCCn1c(N)c(C(=O)CSc2nnc(-c3c[nH]c4ccccc34)n2C2CC2)c(=O)[nH]c1=O	-9.6	13.9	-2.7	3.2	-38.0	-0.5	-30.1	0.7
COc1ccc(NC(=O)CNC(=O)C2CCCCC2)cc1	-9.6	-2.9	-6.2	1.8	7.0	2.3	5.4	7.7
CCOC(=O)c1c(C)[nH]c(C(=O)COC(=O)c2ccc(F)c(S(=O)(=O)N3CCOCC3)c2)c1C	9.5	4.5	4.8	10.7	25.5	5.5	2.1	4.2
C=CCC[C@@H](Cc1ccc(F)cc1)C(=O)OC[C@H](Cc1c[nH]c2ccccc12)NC(=O)[C@@H](CC=C)CC(=O)N[C@@H](CO)Cc1ccccc1	3.4	7.0	2.0	1.8	34.7	20.2	2.4	9.1
O=C(NCc1ccco1)c1ccc(S(=O)(=O)N2CCCc3ccccc32)cc1	8.8	18.1	-4.5	31.0	28.7	-1.0	-5.3	10.1
Cc1ccc([N+](=O)[O-])cc1NC(=O)Nc1cccc(F)c1	18.0	4.7	4.3	7.2	59.1*	2.6	-22.6	-13.5
COc1cc(C(=O)CCN2CCC(c3ccccc3)C2)cc(OC)c1OC (stereo not drawn)	-2.4	7.5	-2.0	8.7	-6.1	1.6	-0.9	5.1
O=C(/C=C/c1ccco1)NC(=S)Nc1ccccc1Br	-0.6	12.9	3.7	47.4	20.5	2.9	-0.6	14.8
Cc1ccc(C)c(CSc2nnc(-c3cccs3)n2Cc2ccco2)c1	5.5	28.3	0.6	44.8	7.4	-1.5	11.1	18.0
O=C(Nc1cccnc1Cl)c1cc2ccccc2o1	-127.6	10.2	0.0	2.3	-32.3	4.0	3.7	-14.0
N#Cc1cn(-c2cccc(C(F)(F)F)c2)c(=O)[nH]c1=O	-0.5	0.2	0.2	7.7	21.8	-1.0	-3.3	4.2
COCCNC(=O)c1ccccc1NC(=O)c1ccccc1SC	-10.1	-4.2	-2.2	17.6	17.9	0.3	7.9	12.3
COC(=O)c1ccc(CNC(=O)Cn2cnc(C(=O)Nc3ccc(C)c(C)c3)n2)cc1	nt	12.8	1.2	27.1	26.6	6.0	4.3	-11.2
CC1CCCN(C(=O)C2CCN(CCCc3ccccc3)CC2)C1 (stereo not drawn)	9.4	9.1	1.5	9.6	25.0	-2.1	5.4	13.7
N#Cc1cn(N2CCCCC2)c(=O)[nH]c1=O	13.2	-2.3	0.6	-5.9	-30.3	1.1	-4.0	12.3
Cc1c(NC(=O)Nc2ccc3c(c2)OCO3)cccc1[N+](=O)[O-]	-47.6	5.7	-4.5	9.3	-7.4	12.4	-34.8	6.3
Cc1[nH]n(-c2ccccc2)c(=O)c1/C=N/N(c1ccccc1)c1ccccc1	-3.0	24.7	-2.4	15.7	-6.1	-1.7	8.1	15.3
CCn1c(=O)c([N+](=O)[O-])c(N2CCOCC2)c2ccccc21	10.0	21.0	-1.2	10.5	-24.7	-1.9	-17.5	3.8
NC(=O)c1ccsc1NC(=O)COC(=O)COc1ccccc1F	-2.4	4.0	-0.4	-0.5	9.0	-0.2	16.0	2.9
C=CCN1C(=O)C(O)(CC(=O)c2ccc(-n3cccc3)cc2)c2ccccc21 (stereo not drawn)	-17.4	43.1*	-0.2	38.9	17.1	-0.9	-11.2	29.4
Cc1ccsc1/C=N/NC(=O)C1CC(=O)N(c2ccc(F)cc2)C1 (stereo not drawn)	2.2	3.5	-3.1	-0.8	23.8	0.0	26.5	11.8
COC(=O)C(C)Sc1nnc(Cc2cc(=O)[nH]c(=O)[nH]2)n1-c1ccc(OC)cc1 (stereo not drawn)	9.8	2.4	-3.1	4.2	-32.9	-0.1	-10.6	5.5

Quoted at random: two compounds from above, in no set order.
SMILES	Jurkat NFkB inh	tim10-1 inh	UPR XBP1 act	tim23-1 inh	Mdm2-MdmX inh	CHOP UPR activ	697 NFkB inh	TIM10 inh
NC(=O)c1ccsc1NC(=O)COC(=O)COc1ccccc1F	-2.4	4.0	-0.4	-0.5	9.0	-0.2	16.0	2.9
COC(=O)c1ccc(CNC(=O)Cn2cnc(C(=O)Nc3ccc(C)c(C)c3)n2)cc1	nt	12.8	1.2	27.1	26.6	6.0	4.3	-11.2

More records:
SMILES	Jurkat NFkB inh	tim10-1 inh	UPR XBP1 act	tim23-1 inh	Mdm2-MdmX inh	CHOP UPR activ	697 NFkB inh	TIM10 inh
Cc1ccc(C)c(S(=O)(=O)N/N=C/c2ccc(F)cc2)c1	0.7	5.3	1.1	22.2	22.3	1.2	-1.3	6.5
C=CCn1cc(C(=O)NCCCOC)c(=O)c2cc(S(=O)(=O)N3CCC(C)CC3)ccc21	18.2	-0.8	-1.3	2.8	23.2	0.8	7.2	10.8
O=C(C1COc2ccccc2O1)N1CCCCC1 (stereo not drawn)	12.1	-6.8	1.0	6.1	-6.0	0.6	8.4	-14.8
COC(=O)c1cccc(N2C(=O)c3ccccc3S2(=O)=O)c1	-10.5	31.3	2.5	4.9	14.2	2.1	-6.9	4.9
O=C(CNC(=O)c1ccc(Br)o1)Nc1ccccc1	-10.4	-7.0	-2.3	6.8	17.4	2.1	-0.3	-10.5
CNC(=O)CCCc1nc(-c2ccccc2Cl)no1	-4.5	-0.5	-1.9	16.9	12.3	0.0	-39.5	6.5
CCCCN(C)CCn1c(=S)[nH]c2cc(OCC)c(OCC)cc2c1=O	-4.9	12.7	2.0	-12.7	-6.4	-0.2	4.0	-11.4
CCOC(=O)C(NC(C)=O)(Nc1ccc(S(=O)(=O)Nc2ccncn2)cc1)C(F)(F)F (stereo not drawn)	2.5	4.3	-1.9	8.7	-1.7	-0.4	13.4	-1.2
c1ccc(OCc2nn3c(C4CCCCC4)nnc3s2)cc1	-7.4	27.3	-1.7	11.4	21.0	0.3	1.9	8.4
O=C(C1CCCCC1)N1CCCC(c2nc3c(nnn3Cc3ccccc3)c(=O)[nH]2)C1 (stereo not drawn)	8.7	16.8	0.6	1.9	7.2	-1.0	-15.1	3.8

Sorted by heavy-atom count (rising): part of the list above
SMILES	Jurkat NFkB inh	tim10-1 inh	UPR XBP1 act	tim23-1 inh	Mdm2-MdmX inh	CHOP UPR activ	697 NFkB inh	TIM10 inh
CNC(=O)CCCc1nc(-c2ccccc2Cl)no1	-4.5	-0.5	-1.9	16.9	12.3	0.0	-39.5	6.5
COC(=O)c1cccc(N2C(=O)c3ccccc3S2(=O)=O)c1	-10.5	31.3	2.5	4.9	14.2	2.1	-6.9	4.9
CCOC(=O)C(NC(C)=O)(Nc1ccc(S(=O)(=O)Nc2ccncn2)cc1)C(F)(F)F (stereo not drawn)	2.5	4.3	-1.9	8.7	-1.7	-0.4	13.4	-1.2

Further entries follow:
SMILES	Jurkat NFkB inh	tim10-1 inh	UPR XBP1 act	tim23-1 inh	Mdm2-MdmX inh	CHOP UPR activ	697 NFkB inh	TIM10 inh
CC[C@@]1(c2ccccc2C)C(=O)N(C(=O)OC)N1C(=O)OC	-7.5	21.4	-5.7	11.2	20.1	-2.2	19.8	12.2
CCOC(=O)c1c(NC(=O)CCS(=O)(=O)c2ccccc2)sc2c1CCN(C)C2	13.0	8.9	-3.0	11.3	19.9	2.9	-10.4	10.0
N=c1c(S(=O)(=O)c2ccc(Cl)cc2)cc2c(=O)n3ccccc3nc2n1CCc1ccccc1	23.1	22.2	1.3	-10.7	63.3*	1.5	-44.3	8.9
Cc1ccc(C(=O)n2c3ccccc3c3ccccc32)cc1	54.3*	0.0	-1.2	21.0	51.0*	-0.2	-42.2	4.3
CC(C)CNC(=O)NC(=O)CSc1nc2ccccc2n1CC(C)C	4.0	35.2	-3.8	34.5	8.5	-0.2	-2.4	17.8
O=C(Nc1cccc(O)c1)c1ccc([N+](=O)[O-])cc1Cl	-55.1	22.4	0.9	12.4	0.8	-2.1	-32.1	-4.8
COc1cccc(OCc2nnc(SCC(=O)NCc3ccco3)n2CCc2ccccc2)c1	-7.4	15.8	-1.3	14.0	27.9	-1.8	1.8	30.8
COc1cccc(C(=O)CC(C(=O)O)c2ccc(F)cc2)c1 (stereo not drawn)	7.2	1.1	2.6	2.1	-12.4	-1.4	-0.9	1.2
